RGS4 inh: Inhibitors of Regulator of G Protein Signaling (RGS) 4: qHTS; Regulator of G-protein signaling 4 (Homo sapiens), P49798; Transcreener GDP fluorescence polarization, RGS4-accelerated GTP hydrolysis; Potency, µM (titrated, usually from 114 µM), without a hit: top-dose activity change, negative = inhibition, hits mostly inhibitors; 0.039% of 390,000 active; note: % is set by controls: 0 for no effect and ±100 for the full control effect; nearly all actives have a fitted effect of over 75% in size; some results filed as inactive show a strong effect at the top dose
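MLSMR compounds (23 nl, pin-transferred) preincubated 10 min at room temperature with a 500nM (2x) first reagent, then RGS4 at 900nM (2x) plus Transcreener GDP mix added; fluorescence polarization (620/688 nm) read before and after 90 min at 30 °C.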
TrxR1 inh: qHTS Assay for Inhibitors of Mammalian Selenoprotein Thioredoxin Reductase 1 (TrxR1): qHTS; recombinant rTrxR1, NADPH fluorescence consumption, selenite substrate; Potency, µM (highest dose often 114 µM), for the others: at the highest dose activity change, negative = inhibition, most hits filed as inhibitors; 1% of 390,000 active; AID 588453, 2011; note: % is set by controls: 0 for no effect and ±100 for the full control effect; nearly all actives have a fitted effect of over 65% in size
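Rat TrxR1 (90 nM in the dispensed reagent) was pre-reduced with 400 uM NADPH for 5 min at room temperature, then incubated with compound for 15 min. After 400 uM selenite was added, NADPH fluorescence (Ex 340/Em 450 nm) was followed for 8 min.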
mIDH1 inhibitor: qHTS for Inhibitors of mutant isocitrate dehydrogenase 1 (IDH1): qHTS. IDH1-R132H enzyme, NADPH consumption, diaphorase/resazurin fluorescence. Potency, µM (series often up to 76.6 µM), inactives show at the top dose activity change, negative = inhibition, most hits filed as inhibitors. 0.093% of 390,000 active. AID 602179, 2012; note: % is set by controls: 0 for no effect and ±100 for the full control effect; nearly all actives have a fitted effect of over 65% in size
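IDH1-R132H (0.5 ug/mL) preincubated 30 min with compound, then NADPH (0.016 mM) and alpha-KG (2 mM) added; 80 min at RT, pH 7.5. Remaining NADPH coupled via diaphorase/resazurin to fluorescence (540/590 nm); concentration-response curves normalized to no-enzyme control.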
USP1 inh: Inhibitors of USP1/UAF1: Primary Screen; recombinant USP1/UAF1, Ub-Rhodamine cleavage fluorescence; Potency, µM (highest dose often 57.1 µM), inactives show at the top dose activity change, negative = inhibition, usual class: inhibitors; 0.23% of 390,000 active; note: % is set by controls: 0 for no effect and ±100 for the full control effect; nearly all actives have a fitted effect of over 60% in size; inactives centre near -12
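In this screen, compounds sit with the deubiquitinase complex (1nM) for 15 min at room temperature before Ub-Rho is added at 150nM final. Fluorescence rise is then followed for 6 reads every 60 seconds.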
RXFP1 ag: qHTS Assay for Agonists of the Relaxin Receptor RXFP1 | Relaxin receptor 1 (Homo sapiens), Q9HBX9 | Potency, µM (titrated, usually from 57.5 µM), for inactives: at the highest dose activation, hits mostly activators | HEK293T-RXFP1 cAMP TR-FRET, 30 min; response scale: percent of porcine relaxin response, buffer zero | 0.3% of 370,000 active; note: % is set by controls: 0 for no effect and ±100 for the full control effect; nearly all actives have a fitted effect of over 60% in size; many of its hits are not listed in these tables
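HEK293 cells stably expressing RXFP1, treated 30 min at 37C with compounds plus PDE4 inhibitor Ro 20174; cAMP measured by HTRF TR-FRET. Normalized to buffer and 29 nM porcine relaxin; EC50 by Hill fit.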
Vif-A3F inh: qHTS for Inhibitors of Vif-A3F Interactions: qHTS. HeLa A3F-eYFP + Vif (tagged APOBEC3F with the HIV-1 protein that degrades it), YFP fluorescence increase. Potency, µM (series often up to 46.1 µM), inactives show at the top dose activity, negative = active. 0.2% of 390,000 active. AID 602313, 2012; note: % of control where 0% means no effect; nearly all actives have a fitted effect of over 65% in size
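HeLa cells stably expressing Vif plus C-terminally eYFP-tagged A3F were seeded, incubated overnight at 37 deg C, dosed with compound, incubated overnight again at 37 deg C. Yellow fluorescence (Ex 488/Em 500-530) reported blocked Vif-mediated A3F-eYFP degradation.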
Vif-A3G inh: qHTS for Inhibitors of Vif-A3G Interactions: qHTS; DNA dC->dU-editing enzyme APOBEC-3G (Homo sapiens), Q9HC16; HeLa A3G-eYFP + Vif (tagged APOBEC3G with the HIV-1 protein that degrades it), YFP fluorescence, overnight; Potency, µM (series often up to 46.1 µM), for inactives: top-dose activity, negative = active, hits mostly inhibitors; 0.076% of 410,000 active; AID 602310, 2012;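 note: % is set by controls: 0 for no effect and ±100 for the full control effect; nearly all actives have a fitted effect of over 60% in size; hits raise eYFP signal because A3G escapes Vif-driven loss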
Target sequence (Q9HC16 whole entry, looked up): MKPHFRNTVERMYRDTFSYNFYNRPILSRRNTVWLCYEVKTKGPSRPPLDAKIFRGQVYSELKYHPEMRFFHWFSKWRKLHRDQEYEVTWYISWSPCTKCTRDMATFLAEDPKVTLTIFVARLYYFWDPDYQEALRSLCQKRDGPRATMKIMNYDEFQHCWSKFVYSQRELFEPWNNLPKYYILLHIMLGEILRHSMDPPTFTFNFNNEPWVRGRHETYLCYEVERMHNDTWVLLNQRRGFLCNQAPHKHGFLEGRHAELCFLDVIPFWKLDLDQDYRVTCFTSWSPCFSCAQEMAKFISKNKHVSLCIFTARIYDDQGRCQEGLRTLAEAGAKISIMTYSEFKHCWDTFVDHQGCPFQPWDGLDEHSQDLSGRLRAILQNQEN
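HeLa cells stably expressing Vif and C-terminally eYFP-tagged A3G, seeded overnight at 37 deg C, then exposed to compound by pintool overnight at 37 deg C. Rise in yellow fluorescence (Ex 488/Em 500-530, Acumen) marks blocked Vif-driven A3G degradation.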
12-LOX inh: Primary qHTS assay for inhibitors of human arachidonate 12S-lipoxygenase (ALOX12): Round 2; Polyunsaturated fatty acid lipoxygenase ALOX12 (Homo sapiens), P18054; purified 12hLO, xylenol orange hydroperoxide absorbance; Potency, µM (top dose mostly 108 µM), for the others: top-dose activity change, negative = inhibition, most hits filed as inhibitors; 1.1% of 580,000 active; note: % is set by controls: 0 for no effect and ±100 for the full control effect
Target sequence (P18054 whole entry, looked up): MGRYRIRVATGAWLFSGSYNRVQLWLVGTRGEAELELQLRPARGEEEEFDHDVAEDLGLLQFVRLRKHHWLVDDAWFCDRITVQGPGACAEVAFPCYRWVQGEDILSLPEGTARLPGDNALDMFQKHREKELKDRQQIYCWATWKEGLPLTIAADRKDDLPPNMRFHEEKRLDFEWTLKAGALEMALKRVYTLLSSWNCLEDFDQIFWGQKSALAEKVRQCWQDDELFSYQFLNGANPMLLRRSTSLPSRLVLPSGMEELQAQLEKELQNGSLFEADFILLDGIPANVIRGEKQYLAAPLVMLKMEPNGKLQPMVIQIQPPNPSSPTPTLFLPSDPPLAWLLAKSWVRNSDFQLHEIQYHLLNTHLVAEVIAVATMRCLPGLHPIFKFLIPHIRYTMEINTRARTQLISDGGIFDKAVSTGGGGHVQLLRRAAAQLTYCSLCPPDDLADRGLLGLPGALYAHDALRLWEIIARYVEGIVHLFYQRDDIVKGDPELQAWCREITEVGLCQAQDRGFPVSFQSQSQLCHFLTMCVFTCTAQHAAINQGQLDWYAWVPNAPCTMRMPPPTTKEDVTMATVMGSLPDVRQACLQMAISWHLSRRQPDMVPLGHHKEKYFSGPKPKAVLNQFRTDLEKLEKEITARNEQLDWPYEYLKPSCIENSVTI
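Purified human 12hLO at 150 nM in 25 mM Hepes, 0.01% Triton X-100, pH 7.0, preincubated 15 min at room temperature with compound. Reaction started with 40 uM arachidonic acid, 30 min at room temperature. Hydroperoxide measured by Fe-xylenol orange, 573/405 nm absorbance ratio.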
TrxR1 substrate: qHTS Assay for Substrates of Mammalian Selenoprotein Thioredoxin Reductase 1 (TrxR1): qHTS | Potency, µM (top dose mostly 114 µM), inactives show at the highest dose activity change, negative = substrate turnover | AID 588456, 2011 | 0.01% of 390,000 active | purified TrxR1 substrate turnover, NADPH consumption readout; note: % is set by controls: 0 for no effect and ±100 for the full control effect; nearly all actives have a fitted effect of over 50% in size
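Rat TrxR1, dispensed at 90 nM, was prereduced with 400 uM NADPH (final) for 5 min at ~22 deg C, then incubated with compound 15 min before 400 uM selenite. A first-read NADPH fluorescence drop versus no-compound background flagged substrates.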
Active calls of the source: *; u = inconclusive; x = no result given; & = joins results of further samples; [ ] = another dose, or the depositor's remark. Calls come from the whole dose curve; as a rule, active = well fitted curve in the direction sought with a large enough effect; inconclusive = small, poorly fitted or top-dose-only effect, or another doubt; inactive = no such curve, though single readings can be large; an effect the other way counts as inactive or inconclusive. Potency is the fitted concentration of half-maximal effect. Some of the compounds tested; the hit share may differ from the screen's.

SMILES | RGS4 inh | TrxR1 inh | mIDH1 inhibitor | USP1 inh | RXFP1 ag | Vif-A3F inh | Vif-A3G inh | 12-LOX inh | TrxR1 substrate
COc1ccc(CNc2ncnc3c2c(-c2ccccc2)cn3-c2ccc(C)c(Cl)c2)cc1 | 5% | -12%[57.1 µM] | -11% | 0% | -0.8% | 0% | 2% | -10% | -12%[57.1 µM]
O=C(NCc1ccc2c(c1)OCO2)c1cc([N+](=O)[O-])ccc1N1CCOCC1 | 31% | 11% | 0% | -5% | x | -15% | u | x | -8%
O=S(=O)(Nc1ccc2nc(C(F)(F)F)[nH]c2c1)c1ccccc1 | 22% | 16% | 4% | -7% | -0.8% | -1% | 0% | -13% | 19%
COc1ccc(Br)cc1S(=O)(=O)n1c([N+](=O)[O-])cnc1C | -1% | 21% | 3% | -4% | 0.2% | 0% | 1% | u | -4%
COc1cccc(-n2c(-c3ccc(C)cc3)cc3c2CC(C)(C)CC3=O)c1 | 4% | 21% | -14% | -16% | -2.5% | -9% | 4% | -18% | -2%
COc1cccc(NC(=O)N2CCN(c3ccc(C(F)(F)F)cn3)CC2)c1 | 17% | -11% | 1% | -7% | -0.8% | x | 1% | u | -7%
COc1ccc(CNC(=O)CN(c2ccccc2)S(=O)(=O)N(C)C)cc1 | 5%&-16% | 12%&28% | 4%&4% | -9%&-23% | -0.3%&2.1% | 11%&-4% | -1%&-4% | 0%&-8%&0% | -2%&8%
CSc1nc2sc3c(c2c(=O)n1-c1ccc(F)c(Cl)c1)CCN(C(C)=O)C3 | -30% | 19% | -16% | -24% | -1.3% | -2% | 2% | -27% | 2%
COC(=O)NNC(=O)c1ccc(C)cc1 | -3% | 22% | 2% | -15% | -0.3% | -1% | -8% | -4% | 5%
CN(C(=O)CSc1nc2ccccc2c(=O)n1-c1ccc(F)cc1)C1CCS(=O)(=O)C1 (stereo not given) | 1% | 10% | -6% | -17% | 1.1% | -2% | 3% | u | 0%
Cc1nn(CC(=O)N2CCC(C)CC2)c(=O)c2cc3occc3n12 | -2% | -1% | 0% | -20% | 3.4% | 0% | 6% | -24% | -3%
COc1cc(Cl)c(C)cc1NC(=O)Cn1cc(S(=O)(=O)N2CCC(C)CC2)c2ccccc2c1=O | 13% | 0% | 3% | -6% | -2.3% | -1% | 5% | -25% | -14%
COc1ccc(C(=O)Nc2c(N)nc(SCC(=O)c3ccccc3)[nH]c2=O)cc1 | -21% | 0% | 4% | -17% | -0.5% | 10% | 2% | -4% | -4%
N#C/C(=C(/O)c1ccc([N+](=O)[O-])cc1)c1nc2ccccc2[nH]1 | -10% | 29% | 22% | -9% | -4.6% | -5% | 2% | 357%[activator] | 9%
CC12CN3CC(C)(CN(C1)C3c1ccccc1Cl)C2O (stereo not given) | 16% | 29% | 2% | -4% | -1.0% | x | -9% | 13% | 13%
O=C(Nc1ccccc1C(=O)NCCCN1CCOCC1)c1ccc(Cl)cc1 | -10% | -8% | 5% | -7% | 0.5% | -29% | -1% | -16% | -11%
C/C(=N/Nc1nc(-c2ccccc2)cc(-c2ccc(F)cc2)n1)c1cccc(N)c1 | 1% | -15% | 1% | -8% | -0.4% | -13% | -6% | 14% | -4%
C[C@H](CO)N1C[C@H](C)[C@@H](CN(C)Cc2ccccc2F)Oc2ncc(Br)cc2C1=O | x | x | 14% | -13% | x | -13% | -2% | 0% | x
COC(=O)Cc1ccc(OCC(=O)NC2CCCC2)cc1 | 31% | 12% | 3% | -6% | -0.4% | -8% | -3% | u | 5%[57.1 µM]
CCC(C)C(N=C1NS(=O)(=O)c2ccccc21)C(=O)N1CCC(C)CC1 (stereo not given) | -6% | 2% | 11% | -20% | -0.3% | 11% | -2% | -4% | -5%
Cc1ccc(S(=O)(=O)NCC2CCC(C(=O)NCc3cccs3)CC2)cc1 (stereo not given) | -11%[56.9 µM] | 18% | -11% | -17% | -3.9% | -2% | 1% | 15% | -3%
COc1cccc(C(C)NC(=O)Nc2cccc(C(F)(F)F)c2)c1 (stereo not given) | 12% | 3% | 0% | -14% | 2.0% | 0% | 3% | 0% | -11%
COc1ccc(N2CCN(C(=O)Cn3nnc(-c4ccc(N(C)C)cc4)n3)CC2)cc1 | -32% | 38% | 7% | 1% | 1.5% | 15% | 1% | -5% | 9%
O=C(NCCCn1ccnc1)c1cc(S(=O)(=O)N2CCOCC2)ccc1F | -8% | 5%[57.1 µM] | 10% | -29% | 17% | 1% | 3% | 23% | -2%[57.1 µM]
COC(=O)/C=C1\SC(=NC(=O)c2ccc(OC)cc2)NC1=O | -40% | -13% | -10% | -27% | 0.1% | -1% | -1% | u | -7%
Cc1nn(CC(=O)N(C)C2CCS(=O)(=O)C2)c(C)c1[N+](=O)[O-] (stereo not given) | 13% | -3% | 12% | -2% | 1.9% | u | 0% | -13% | -5%
COc1cccc(C(=O)NCc2n[nH]c(=S)n2-c2cccc(C)c2)c1 | 9% | u | -6% | -7% | 1.7% | -4% | 0% | u | 3%
O=C(COc1ccc2c(c1)OCO2)Nc1ccc(Cl)cn1 | -12% | 30% | 4% | -17% | 5.5% | -5% | 1% | -11% | 9%
COCCNC(=S)N/N=C(\C)CCc1ccc2c(c1)OCO2 | -24% | -12% | 3% | -14% | -0.1% | -8% | -1% | 282%[activator] | 5%
Nc1nnc(CC(=O)N/N=C/c2ccc(-c3cccc(C(=O)O)c3)o2)s1 | -29% | u | 5% | -16% | 2.8% | -5% | 1% | 16% | 0%
C=CCn1c(C(CC(C)C)CC(C)O)n[nH]c1=S (stereo not given) | -22% | -3%[57.1 µM] | -3% | -15% | 1.6% | 13% | -2% | -22% | 9%
CNS(=O)(=O)c1cn(CC(=O)N2CCN(c3ccc(C)cc3C)CC2)cc1S(=O)(=O)NC | 6% | 12% | 8% | 2% | -1.4% | 1% | 1% | -20% | -5%

10 neighbouring entries out of the list so far, quoted:
SMILES | RGS4 inh | TrxR1 inh | mIDH1 inhibitor | USP1 inh | RXFP1 ag | Vif-A3F inh | Vif-A3G inh | 12-LOX inh | TrxR1 substrate
COc1ccc(N2CCN(C(=O)Cn3nnc(-c4ccc(N(C)C)cc4)n3)CC2)cc1 | -32% | 38% | 7% | 1% | 1.5% | 15% | 1% | -5% | 9%
O=C(NCCCn1ccnc1)c1cc(S(=O)(=O)N2CCOCC2)ccc1F | -8% | 5%[57.1 µM] | 10% | -29% | 17% | 1% | 3% | 23% | -2%[57.1 µM]
COC(=O)/C=C1\SC(=NC(=O)c2ccc(OC)cc2)NC1=O | -40% | -13% | -10% | -27% | 0.1% | -1% | -1% | u | -7%
Cc1nn(CC(=O)N(C)C2CCS(=O)(=O)C2)c(C)c1[N+](=O)[O-] (stereo not given) | 13% | -3% | 12% | -2% | 1.9% | u | 0% | -13% | -5%
COc1cccc(C(=O)NCc2n[nH]c(=S)n2-c2cccc(C)c2)c1 | 9% | u | -6% | -7% | 1.7% | -4% | 0% | u | 3%
O=C(COc1ccc2c(c1)OCO2)Nc1ccc(Cl)cn1 | -12% | 30% | 4% | -17% | 5.5% | -5% | 1% | -11% | 9%
COCCNC(=S)N/N=C(\C)CCc1ccc2c(c1)OCO2 | -24% | -12% | 3% | -14% | -0.1% | -8% | -1% | 282%[activator] | 5%
Nc1nnc(CC(=O)N/N=C/c2ccc(-c3cccc(C(=O)O)c3)o2)s1 | -29% | u | 5% | -16% | 2.8% | -5% | 1% | 16% | 0%
C=CCn1c(C(CC(C)C)CC(C)O)n[nH]c1=S (stereo not given) | -22% | -3%[57.1 µM] | -3% | -15% | 1.6% | 13% | -2% | -22% | 9%
CNS(=O)(=O)c1cn(CC(=O)N2CCN(c3ccc(C)cc3C)CC2)cc1S(=O)(=O)NC | 6% | 12% | 8% | 2% | -1.4% | 1% | 1% | -20% | -5%

Assay outcomes as filed in PubChem BioAssay.
